# MEX-5 binding: C. elegans MEX-5 TCR-2 RNA binding activity; activity score (negative = inhibition of binding), % at 10 µM; hit rate 0.38% among 300,000; Q9XUB2; MEX-5/FITC-TCR2 RNA binding, fluorescence polarization; active compounds read low;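 active = inhibition past about -25% in most replicates, and total fluorescence under double the plate's negative control median, limit read from the data; inconclusive = replicates evenly split on the limit, or fluorescence at least double controls; inactive = too little inhibition in most replicates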;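 also: 0% = DMSO and -100% = 5 µM competing unlabeled TCR2 RNA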
# GLD-1 RNA inh: GLD-1-TGE RNA interaction inhibition (C. elegans); Q17339; purified GLD-1 + fluorescein TGE RNA, fluorescence polarization; inhibition, % at 5.96 µM; hit rate 0.44% among 320,000;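 active = percent inhibition above a per-plate cutoff, the plate mean of test compounds plus 3 SD, cut at about 30% in these data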;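 also: 0% = DMSO wells with GLD-1 and probe and 100% = wells lacking GLD-1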
# Target sequence (Q17339 whole entry, looked up): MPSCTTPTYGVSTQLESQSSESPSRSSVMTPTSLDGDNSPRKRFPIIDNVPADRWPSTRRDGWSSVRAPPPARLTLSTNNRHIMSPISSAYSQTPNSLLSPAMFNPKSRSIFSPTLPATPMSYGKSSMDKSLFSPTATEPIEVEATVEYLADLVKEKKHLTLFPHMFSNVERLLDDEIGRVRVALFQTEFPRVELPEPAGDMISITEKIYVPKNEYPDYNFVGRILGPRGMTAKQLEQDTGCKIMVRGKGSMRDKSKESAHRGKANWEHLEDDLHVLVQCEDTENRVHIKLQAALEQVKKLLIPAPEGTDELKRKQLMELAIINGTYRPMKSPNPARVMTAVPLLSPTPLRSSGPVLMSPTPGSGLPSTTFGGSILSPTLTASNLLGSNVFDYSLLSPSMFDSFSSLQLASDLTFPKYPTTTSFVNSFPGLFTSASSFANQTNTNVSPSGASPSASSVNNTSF
# TPT1 inhibitor: C. albicans TPT1 enzyme inhibition; recombinant caTPT1, FP RNA substrate dephosphorylation; hit rate 0.81% among 300,000; AID 1962; inhibition, % at 5 µM;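 active = inhibition above the mean of all tested compounds plus 3 SD, set per screening campaign, cut at about 24% in these data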;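 also: plate controls were DMSO alone for no effect and ferristatin control at 100 nM for full effect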
# MCL1-BIM inh: disrupts human MCL1 binding to BIM-BH3 peptide. Q07820. GST-MCL1 / FITC-Bim-BH3 fluorescence polarization. inhibition, % at 10.9 µM. hit rate 0.68% among 320,000;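 active = inhibition above the mean inhibition of all tested compounds plus 3 SD, set per campaign, cut at about 40% in these data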;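 also: 0% = DMSO wells and 100% = unlabeled Bim-BH3 peptide control; higher means more loss of mP so more displacement of Bim peptide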
# PAD4 inh: PAD4 (human) enzyme inhibition | Q9UM07 | hit rate 0.41% among 330,000 | recombinant PAD4, RCA probe fluorescence polarization | inhibition, % at 6.36 µM;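 active = percent inhibition above a cutoff equal to the mean of all tested compounds plus 3 SD, cut at about 15% in these data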;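 also: 0% = PAD4 with RCA probe and DMSO and 100% = probe without PAD4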
# Fam108B inh: blocks mouse Fam108B hydrolase in RBBP9 counter-screen | recombinant Fam108B, FP-Rh probe fluorescence polarization | inhibition, % at 9.51 µM | hit rate 0.33% among 300,000 | AID 1947;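 active = inhibition above the screen mean inhibition plus 3 SD, computed separately per campaign, cut at about 18% in these data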;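 also: inhibitors lower polarization as less probe binds the enzyme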
# PME-1 primary: blocks human protein phosphatase methylesterase 1; inhibition, % at 5.9 µM; Q9Y570; recombinant PME-1, FP-Rh probe fluorescence polarization; hit rate 0.53% among 320,000;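 active = inhibition above the campaign mean of all compounds plus 3 SD, cut at about 26% in these data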;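 also: competitive labeling of PME-1 active site by serine hydrolase directed probe; 0% = PME-1 with DMSO and 100% = wells lacking PME-1 enzyme; inhibitors block probe labeling so polarization falls and inhibition rises; many of its hits are not listed in these tables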
# GSTO1 inh: counter-screen for RBBP9 inhibitors: inhibitors of human GSTO1; P78417; recombinant GSTO1, activity-based probe fluorescence polarization; inhibition, % at 5.96 µM; hit rate 1.1% among 300,000; AID 1974;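 active = inhibition above the campaign mean inhibition plus 3 SD, cut at about 35% in these data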;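 also: 0% = GSTO1-1 with DMSO and 100% = wells lacking GSTO1-1 enzyme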
# Target sequence (P78417 whole entry, looked up): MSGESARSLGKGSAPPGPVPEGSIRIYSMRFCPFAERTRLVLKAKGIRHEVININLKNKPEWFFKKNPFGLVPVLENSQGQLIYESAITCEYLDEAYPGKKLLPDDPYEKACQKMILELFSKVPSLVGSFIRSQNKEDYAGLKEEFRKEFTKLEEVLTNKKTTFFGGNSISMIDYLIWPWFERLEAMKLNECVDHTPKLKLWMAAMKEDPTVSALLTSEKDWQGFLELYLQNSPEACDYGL
# Bcl-xL primary: inhibitors of human Bcl-xL | hit rate 0.7% among 320,000 | GST-Bcl-xL / FITC-Bim BH3 peptide fluorescence polarization | inhibition, % at 10.9 µM;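 active = inhibition above the mean of all tested compounds plus 3 SD, cutoff set per campaign, cut at about 30% in these data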;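 also: 0% = DMSO wells and 100% = unlabeled Bim-BH3 peptide competitor; inhibitors lower millipolarization by displacing the labeled peptide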
# Target sequence (Q07817 whole entry, looked up): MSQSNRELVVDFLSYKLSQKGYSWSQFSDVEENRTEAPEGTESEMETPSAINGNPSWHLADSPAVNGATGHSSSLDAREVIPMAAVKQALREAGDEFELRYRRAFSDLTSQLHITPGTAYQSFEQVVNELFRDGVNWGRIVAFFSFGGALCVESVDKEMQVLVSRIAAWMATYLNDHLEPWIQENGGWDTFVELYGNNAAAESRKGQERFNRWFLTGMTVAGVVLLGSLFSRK
# Starred values were filed as active, the others as inactive; ? = inconclusive; . = not tested or not shown.
# Preview, 11 compounds:
SMILES,MEX-5 binding,GLD-1 RNA inh,TPT1 inhibitor,MCL1-BIM inh,PAD4 inh,Fam108B inh,PME-1 primary,GSTO1 inh,Bcl-xL primary
O=C(C1=C(O)C(=O)N(CCOCCO)C1c1ccccn1)c1cccs1 (configuration not stated),-1.7,6,-1,7,1,0,-1,9,7
Cc1cnc(C(=O)Nc2nccs2)cn1,-3.1,0,-6,1,-3,10,-3,8,1
CC(C)(C)C1CCc2c(sc(NC(=O)CSc3ncn[nH]3)c2C#N)C1 (configuration not stated),2.6,9,0,4,-3,-2,0,-3,4
Cc1cc(C(F)F)n2nc(C(=O)Nc3sc4c(c3C(N)=O)CCC4)nc2n1,-3.9,1,-1,30,4,0,-8,15,12
NC(=O)c1ccc(OCC(F)(F)F)nc1,-0.3,7,3,3,2,3,2,-4,1
O=C(CCS(=O)(=O)c1ccc(Br)s1)NCc1ccccc1,-6.5,-2,-2,5,0,1,7,1,4
COc1ccc(OCCCC(=O)N2CCN(S(=O)(=O)c3cccc(F)c3)CC2)cc1,-1.3,0,-3,-9,33*,2,-4,3,0
CC(=O)NC(Cc1ccc(F)c(F)c1)C(=O)NC1CCN(c2c(Cc3ccccc3)c(C)nc3ncnn23)CC1 (configuration not stated),1.2,-6,2,-10,-3,0,2,6,-10
CCCCC(=O)Nc1cc([N+](=O)[O-])ccc1F,-2.0,10,-3,-3,-3,-7,-4,8,2
O=C(Nc1cccnc1)c1cc2c(s1)-c1ccccc1OC2,-2.1,2,4,-5,-4,-15,-29,-29,-5
CCOC(=O)N1CCN(Cc2nc3c(c(=O)n(C)c(=O)n3C)n2CCC(C)C)CC1,0.2,-3,0,2,0,0,2,0,5

# All compounds of this part, previewed entries included:
SMILES,MEX-5 binding,GLD-1 RNA inh,TPT1 inhibitor,MCL1-BIM inh,PAD4 inh,Fam108B inh,PME-1 primary,GSTO1 inh,Bcl-xL primary
O=C(C1=C(O)C(=O)N(CCOCCO)C1c1ccccn1)c1cccs1 (configuration not stated),-1.7,6,-1,7,1,0,-1,9,7
Cc1cnc(C(=O)Nc2nccs2)cn1,-3.1,0,-6,1,-3,10,-3,8,1
CC(C)(C)C1CCc2c(sc(NC(=O)CSc3ncn[nH]3)c2C#N)C1 (configuration not stated),2.6,9,0,4,-3,-2,0,-3,4
Cc1cc(C(F)F)n2nc(C(=O)Nc3sc4c(c3C(N)=O)CCC4)nc2n1,-3.9,1,-1,30,4,0,-8,15,12
NC(=O)c1ccc(OCC(F)(F)F)nc1,-0.3,7,3,3,2,3,2,-4,1
O=C(CCS(=O)(=O)c1ccc(Br)s1)NCc1ccccc1,-6.5,-2,-2,5,0,1,7,1,4
COc1ccc(OCCCC(=O)N2CCN(S(=O)(=O)c3cccc(F)c3)CC2)cc1,-1.3,0,-3,-9,33*,2,-4,3,0
CC(=O)NC(Cc1ccc(F)c(F)c1)C(=O)NC1CCN(c2c(Cc3ccccc3)c(C)nc3ncnn23)CC1 (configuration not stated),1.2,-6,2,-10,-3,0,2,6,-10
CCCCC(=O)Nc1cc([N+](=O)[O-])ccc1F,-2.0,10,-3,-3,-3,-7,-4,8,2
O=C(Nc1cccnc1)c1cc2c(s1)-c1ccccc1OC2,-2.1,2,4,-5,-4,-15,-29,-29,-5
CCOC(=O)N1CCN(Cc2nc3c(c(=O)n(C)c(=O)n3C)n2CCC(C)C)CC1,0.2,-3,0,2,0,0,2,0,5
COc1cccc(C2CC(C(F)(F)F)n3ncc(C(=O)NCc4ccco4)c3N2)c1 (configuration not stated),2.9,-2,5,9,1,-1,3,5,3
CC(NC(=O)Cc1ccc(Br)cc1)c1ccccc1 (configuration not stated),0.3,4,2,1,1,-2,-4,14,2
O=C(Nc1ccccc1N1CCN(C(=O)c2ccc(Cl)cc2)CC1)c1cc(Br)ccc1Cl,2.3,0,3,-5,2,-6,23,-10,1
COc1cccc(Cn2c(NCC(C)C)nc3c2c(=O)n(C)c(=O)n3C)c1,0.5,2,0,-7,-5,0,0,-2,2
CCCCn1c(SCC(=O)Nc2cc(C)on2)nc2c1c(=O)n(C)c(=O)n2C,-1.3,9,0,-4,-2,8,3,7,0
CC1CCCC(C)N1C(=O)CSc1nnc(CSc2ncccn2)n1C (configuration not stated),-2.2,4,0,1,3,2,2,2,2
CCOC(=O)C1CCN(C(=O)C(CC)c2ccccc2)CC1 (configuration not stated),-0.9,3,-4,-3,-6,2,0,6,1
CCOC(=O)C1C(=O)C=C(/C=C/c2ccc(N(C)C)cc2)CC1c1ccccc1 (configuration not stated),?,-42,89*,-156,-15,-6,-28,1,-52
CSc1nc(-c2ccc(Cl)cc2)c(C#N)c(=O)n1C,-0.6,3,3,1,1,-1,-5,7,2
CCOc1ccc(C(=O)NCc2ccncc2)cc1,0.9,-5,-3,2,-4,-5,-3,-5,0
COCCN=c1scc(-c2cc(OC)c(OC)c(OC)c2)n1/N=C/c1c(C)[nH]c2ccccc12,-0.2,-16,44*,-82,-7,4,27*,-2,-35
CC(=O)c1cc(C(=O)NC2CCCc3c2cnn3-c2cc(C)cc(C)c2)[nH]n1 (configuration not stated),1.2,0,-1,10,-2,3,-1,6,4
CCOC(=O)c1cc(NC(=O)CCC(=O)O)ccc1N1CCCCC1,-1.5,1,-4,4,5,4,-1,5,5
CCOc1ccc(Cn2nnc(C(=O)NCCc3ccc(Cl)cc3)c2N)cc1,0.3,2,4,-5,-2,-1,1,1,-4

# Next section
SMILES,MEX-5 binding,GLD-1 RNA inh,TPT1 inhibitor,MCL1-BIM inh,PAD4 inh,Fam108B inh,PME-1 primary,GSTO1 inh,Bcl-xL primary
O=C(CCNC(=O)C1CCN(S(=O)(=O)c2ccccc2)CC1)Nc1ccccc1,-2.3,-2,0,3,1,2,2,5,2
CCC(C)N(C(=O)c1csnn1)C(C(=O)NC1CCCC1)c1ccccc1F (configuration not stated),0.5,-13,4,0,-2,0,-5,3,2
N#Cc1c(-c2ccc(Cl)cc2)c2c([nH]c1=S)CCCC2,-3.2,0,-1,1,6,7,3,2,9
CCOc1ccc(NC(=O)c2cccc(-n3cccc3)c2)cc1S(=O)(=O)N1CCOCC1,.,12,.,67*,-4,.,-12,.,0
CCCC(=O)c1ccc(N2CCN(C(=O)OCC)CC2)c(F)c1,0.6,0,1,0,-2,-1,-1,-3,4
Cc1ccc(-c2nn(-c3ccc(F)cc3)cc2C(=O)NCC(c2cccs2)N2CCOCC2)cc1 (configuration not stated),-0.1,0,1,4,1,0,1,-3,-1
O=C(COC(=O)c1cc2ccccc2oc1=O)Nc1ccc(F)cc1F,0.9,6,-3,-2,-6,3,5,-10,0
Cc1ccc(NCC(=O)N/N=C/c2ccc(-c3cccc(C(F)(F)F)c3)o2)cc1,-3.5,4,0,-1,0,10,0,-1,-2
CSC1=C(C#N)C(c2ccccc2Cl)C(C(=O)c2cccs2)C(O)(C(F)(F)F)N1 (configuration not stated),-0.3,2,2,6,1,-3,9,-8,3
CCN1CCN(Cc2nc3c(c(=O)[nH]c(=O)n3C)n2Cc2ccccc2Cl)CC1,3.5,1,1,-4,-3,-2,-5,-7,-1
Cc1ccc(C(NC(=O)c2ccccc2)C(Cl)Cl)cc1 (configuration not stated),-0.2,7,-2,-11,-3,-3,-2,-6,2
Cc1cc(S(=O)(=O)N2CCOCC2)ccc1OCC(=O)NCCN1CCOCC1,-1.5,3,-1,3,0,-4,-2,-1,3
COc1cc(-c2nc(CCNC(=O)c3ccco3)cs2)cc(OC)c1OC,2.4,-2,-2,1,-1,-4,-2,2,7
Cc1cccc(Nc2nc(N3CCCC3)nc(N3CCCC3)n2)c1,0.5,-1,-1,-3,-2,3,-4,4,2
COc1ccc(/C(=N\O)c2ncc(C(F)(F)F)cc2Cl)cc1,2.0,3,-6,1,0,6,2,0,4
Cc1ccccc1OCCOCCN1CCCCCC1,0.0,3,0,-14,-4,-6,1,0,-1
O=c1c2nnn(-c3ccc(Cl)cc3)c2ncn1Cc1ccccn1,-1.0,7,2,6,-4,4,-2,13,1
CCOC(=O)N1CCN(C(=O)c2cc(OC)c(OC)c(OC)c2)CC1,1.1,1,-3,4,3,-2,-1,-2,6
Cn1c(=O)c2c(nc(CN3CCc4ccccc4C3)n2Cc2ccc(F)cc2)n(C)c1=O,1.0,-1,-2,8,-8,-3,3,-5,8
Cn1nc(C(F)(F)F)c(-c2ccccc2)c1NC(=O)c1cccnc1,1.6,1,-1,2,1,-3,-8,8,7
Cc1cc(C)c[n+](C[n+]2cc(C)cc(C)c2)c1,-1.5,7,0,1,2,2,6,4,0
Cn1c(=O)c2c(nc(NN=C3CCCC3)n2C)n(C)c1=O,-9.4,-1,-2,5,-2,2,-14,6,5
CC1CCN(S(=O)(=O)c2cc(C(=O)N3CCN(c4ncccn4)CC3)ccc2Br)CC1,2.4,2,-2,1,1,2,3,2,1
Cc1ccc(C(=O)O)cc1NC(=S)NCCc1ccccc1,-0.1,-3,1,9,-5,0,1,2,4
CCc1ccc(OCC(=O)NNC(=O)c2ccc(NC(=O)C3CC3)cc2)cc1,0.3,1,-1,6,-4,-2,-6,-7,1

# (list continues)
SMILES,MEX-5 binding,GLD-1 RNA inh,TPT1 inhibitor,MCL1-BIM inh,PAD4 inh,Fam108B inh,PME-1 primary,GSTO1 inh,Bcl-xL primary
CNS(=O)(=O)c1cc(NC(=O)CCNC(=O)c2ccco2)ccc1C,1.8,1,-1,-7,-2,1,-1,-3,2
Cc1nnc(SCC(=O)Nc2cc(S(=O)(=O)N3CCCC3)ccc2Cl)n1C1CC1,.,6,.,-5,-1,.,14,.,-3
CCOC(=O)c1nnn(-c2nonc2N)c1CNC(C)C,1.4,-5,-1,-4,1,0,5,-4,5
Cc1cc(S(=O)(=O)N2CCCCC2)ccc1OCC(=O)N1CCCC1,-7.4,-4,1,3,3,-3,2,0,0
Fc1cccc(Nc2ncnc3sccc23)c1,-1.4,-3,5,0,-1,4,1,-1,0
Cc1cccc(N2C(S)=C(C#N)C(=O)NC2c2cccs2)c1 (configuration not stated),.,-1,2,-4,-2,4,7,3,-3
CCOC(=O)C1=C(C)Nc2ccccc2N=C1NC(=O)c1cc(C)on1,.,2,.,3,2,.,-2,.,0
COc1ccccc1/C=C/CN1CCN(Cc2ccc(F)cc2)C(CCO)C1 (configuration not stated),0.2,-3,0,-5,0,-4,-5,6,1
Cc1ccc(CSC2=NCCN2C(=O)c2ccc(S(=O)(=O)N(C)C)cc2)cc1,0.1,5,1,5,0,1,-5,8,4
O=C(NCc1ccccc1)N1CCC(CO)(CCc2ccccc2)CC1,0.1,4,-6,4,3,-2,-1,-1,4
COC(=O)c1c(N(S(C)(=O)=O)S(C)(=O)=O)sc2c1CCN(c1ncc(C(F)(F)F)cc1Cl)C2,6.0,-3,-1,-1,-7,-5,-1,2,3

# High-throughput results (PubChem)

# Not all compounds are listed; count on the stated rates, not on these rows.
